# EPAC1 antagonist – qHTS for Antagonist of cAMP-regulated guanine nucleotide exchange factor 3 (EPAC1): primary screen; 360,000 compounds, 0.14% hits; EPAC1 GEF assay, Rap1b-BODIPY-GDP exchange fluorescence; Potency, µM (titrated, usually from 115 µM), for the others: at the highest dose activity change, negative = inhibition, hits mostly inhibitors;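 also: potency is read from the fitted curve at half-maximal effect; plate controls were vehicle for no effect and positive control for full effect; nearly all actives have a fitted effect of over 50% in size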
# Target sequence (O95398 whole entry, looked up): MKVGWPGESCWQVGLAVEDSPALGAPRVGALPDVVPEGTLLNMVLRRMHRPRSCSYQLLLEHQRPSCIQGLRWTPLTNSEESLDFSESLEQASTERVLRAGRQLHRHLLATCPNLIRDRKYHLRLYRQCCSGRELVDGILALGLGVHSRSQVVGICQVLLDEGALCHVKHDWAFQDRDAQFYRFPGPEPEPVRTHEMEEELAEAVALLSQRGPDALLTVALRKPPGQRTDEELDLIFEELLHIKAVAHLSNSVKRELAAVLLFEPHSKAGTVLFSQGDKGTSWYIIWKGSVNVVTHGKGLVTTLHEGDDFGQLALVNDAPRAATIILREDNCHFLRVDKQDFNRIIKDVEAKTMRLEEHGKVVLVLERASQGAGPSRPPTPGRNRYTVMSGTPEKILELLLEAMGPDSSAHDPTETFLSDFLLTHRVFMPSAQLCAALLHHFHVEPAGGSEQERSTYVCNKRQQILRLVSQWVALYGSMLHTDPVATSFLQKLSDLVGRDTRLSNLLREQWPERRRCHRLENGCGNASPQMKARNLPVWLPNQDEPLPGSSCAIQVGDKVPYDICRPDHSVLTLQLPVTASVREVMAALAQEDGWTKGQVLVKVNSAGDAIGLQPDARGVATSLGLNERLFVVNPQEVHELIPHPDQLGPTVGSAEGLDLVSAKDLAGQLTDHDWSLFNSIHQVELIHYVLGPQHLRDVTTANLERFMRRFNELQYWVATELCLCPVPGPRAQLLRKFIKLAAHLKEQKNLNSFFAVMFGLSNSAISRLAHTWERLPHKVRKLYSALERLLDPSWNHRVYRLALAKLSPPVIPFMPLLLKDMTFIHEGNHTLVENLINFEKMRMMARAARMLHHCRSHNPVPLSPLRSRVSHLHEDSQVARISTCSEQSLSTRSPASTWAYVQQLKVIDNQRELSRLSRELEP
# aSyn rescue – qHTS of alpha-syn Inhibitors; 370,000 compounds, 0.14% hits; Potency, µM (doses to about 46.1 µM), inactives show at the top dose growth rescue (activation), most hits filed as activators; Yeast expressing alpha-synuclein, growth rescue, BacTiter-Glo, 24 h; also: potency is read from the fitted curve at half-maximal effect; % of control where 0% means no effect; nearly all actives have a fitted effect of over 65% in size
#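 Screening used galactose-induced yeast with toxic alpha-synuclein levels, exposed to compound for 24 hr at 30 deg C. Cell growth, read with BacTiter-Glo luminescence, gave the measured signal.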
# IL-2 act – qHTS of IL-2 Activators. IL-2 activation reporter assay, cell-based qHTS; stimulated with anti-CD3/CD4/CD28 beads; in transgenic mouse T cells. activation, % (series mostly up to about 46 µM). 360,000 compounds, 0.065% hits; in the data active = activation above about 50%; inconclusive = mostly about 30% to 49%; also: 0% is about no effect
#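 Unstimulated transgenic mouse T cells; 60-min compound exposure; bead-based TCR/CD4/CD28 stimulation; 18 h culture, 37 degrees C; dual fluorescence (EGFP, DsRed) plate cytometry.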
# Abeta yeast res – qHTS for compounds that reverse cellular toxicity of Amyloid beta (A-beta) peptide in yeast: Primary Screen | Potency, µM (doses to about 46.1 µM), for inactives: top-dose growth rescue, actives largely listed as activators | AID 1347071, 2019 | 410,000 compounds, 0.063% hits | yeast expressing A-beta42, growth rescue, OD600, 48 h; response scale: 0% DMSO, 100% iron-clioquinol control; also: potency is read from the fitted curve at half-maximal effect; nearly all actives have a fitted effect of over 55% in size
#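 Yeast A-beta toxicity model in growth medium with pinned compounds, 48 h at 30 C; growth read as absorbance at 600 nm. Normalized to FeCl3/clioquinol equimolar mix (positive) and DMSO (negative).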
# EPAC1 ag – qHTS for Agonist of cAMP-regulated guanine nucleotide exchange factor 3 (EPAC1): primary screen. 360,000 compounds, 0.073% hits. EPAC1 agonist qHTS, biochemical assay; response scale: 100% = response to 6.5 mM cAMP. AID 720707, 2013. Rap guanine nucleotide exchange factor 3 (Homo sapiens), O95398. Potency, µM (top dose mostly 154 µM), for inactives: top-dose activation, usual class: activators; also: potency is read from the fitted curve at half-maximal effect; nearly all actives have a fitted effect of over 60% in size
#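 Nucleotide exchange assay: 100 nM EPAC1 with 250 nM Rap1B loaded with BODIPY-GDP and 50 uM GDP, room temperature. Fluorescence (480/540 nm) read every 5 min for 30 min; signal change normalized to 6.5 mM cAMP as full agonist.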
# PLK1 PBD block – qHTS for Inhibitors of PLK1-PDB (polo-like kinase 1 - polo-box domain): Primary Screen; AID 720504, 2013; 360,000 compounds, 2.8% hits; Potency, µM, for inactives: max response, negative = inhibition, actives largely listed as inhibitors; Serine/threonine-protein kinase PLK1 (Homo sapiens), P53350; Plk1 PBD binding of FITC phosphopeptide, fluorescence polarization; also: potency is read from the fitted curve at half-maximal effect; series mostly up to about 57 µM; % is scaled to controls: 0 for no effect and ±100 for the full control effect; nearly all actives have a fitted effect of over 65% in size
# FUS yeast rescue – qHTS for Suppressors of FUS Proteinopathy: Primary screen using FUS-linked yeast assay; S. cerevisiae FUS-expressing, growth rescue, OD600, 24 h; Potency, µM (titrated, usually from 76.6 µM), for inactives: top-dose growth rescue (activation), usual class: activators; 390,000 compounds, 0.24% hits; AID 1347120, 2019;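 also: potency is read from the fitted curve at half-maximal effect; plate controls were DMSO vehicle for no effect and reference control for full effect; nearly all actives have a fitted effect of over 55% in size; some results filed as inactive show a strong effect at the top dose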
#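 Yeast FUS proteinopathy model; galactose-induced FUS (2%), starting OD 0.005. Cpds in dilution series, 24hr, 30C, 99% humidity. Abs 600 nm growth. Pos ctrl CP55940 (top 92uM final); neg ctrl DMSO.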
# WRN helicase inh – qHTS for Inhibitors of WRN Helicase. Potency, µM (series often up to 114 µM), inactives show top-dose activity change, negative = inhibition, most hits filed as inhibitors. WRN helicase unwinding, fluorescent forked duplex, kinetic. 360,000 compounds, 0.46% hits. Bifunctional 3'-5' exonuclease/ATP-dependent helicase WRN (Homo sapiens), Q14191; also: potency is read from the fitted curve at half-maximal effect; % is scaled to controls: 0 for no effect and ±100 for the full control effect; nearly all actives have a fitted effect of over 55% in size
#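 Enzyme (20 nM final) and test compound sit together 15 min at room temperature before substrate addition. Substrate is a single-forked duplex oligonucleotide (100 nM) labelled with fluorophore and quencher, with 2 mM ATP; helicase unwinding raises red fluorescence, read kinetically.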
# PI5P4K alpha inh – qHTS for Inhibitors of phosphatidylinositol 5-phosphate 4-kinase (PI5P4K); Phosphatidylinositol 5-phosphate 4-kinase type-2 alpha (Homo sapiens), P48426; PI5P4Kalpha enzyme, ADP-Glo luminescence, 60 min; stronger effect = lower value; max response, %; 330,000 compounds, 1.2% hits; active = max response of -50% or lower; inconclusive = between -30% and -50%; inactive = -30% or higher; also: value at the top dose of about 77 µM; % is scaled to controls: 0 for no effect and ±100 for the full control effect
#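 Human PI5P4Kalpha with substrate in 0.038 M HEPES pH 7.4, 0.28 mM EGTA, 0.1% CHAPS, 5% DMSO; reaction started with 5 microM ATP (final), 60 min at room temperature. ADP formed read by ADP-Glo luminescence.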
# Numbers without * were called inactive; ? = inconclusive; · = not tested or not shown; [ ] = dose if it differs, or a comment. Unless noted, calls follow the shape of the dose curve; as a rule, active = well fitted curve in the direction sought with a large enough effect; inconclusive = small, poorly fitted or top-dose-only effect, or another doubt; inactive = no such curve, though single readings can be large; an effect the other way counts as inactive or inconclusive. Hits appear at their usual frequency; about 4.1% have a hit in one of these screens.
SMILES,EPAC1 antagonist,aSyn rescue,IL-2 act,Abeta yeast res,EPAC1 ag,PLK1 PBD block,FUS yeast rescue,WRN helicase inh,PI5P4K alpha inh
CC(C)(C)CC(=O)N[C@@H](Cc1ccccc1)c1nc2ccccc2[nH]1,18%,0%,-0.2,4%,7%,-9%,20%,15%,0
CC1CCCC2(C1)NC(=S)c1c(sc3c1CCCC3)N2 (stereo not drawn),35%[activator],-13%,-2.7,-17%,0%,5.3µM*,?,-19%,?
CC(C)=CC(=O)Nc1c(C)cc(C)cc1Cl,30%,-3%,-0.4,0%,-1%,0%,-8%,17%,-7
O=C(O)C(CO)N=Cc1c(O)c2ccccc2oc1=O (stereo not drawn),-21%,12%,2.4,-11%,0%,?,20%,-19%,-17
O=C(COC(=O)c1ccncc1)c1ccc(Br)cc1,9%,-24%,-0.4,-1%,-7%,-8%,11%,4%,2
CC(=O)Nc1cnc(-c2ccccc2C(C)=O)cn1,-2%,-3%,0.8,1%,-11%,0%,-28%,6%,-2
COc1cc2c(cc1OC)C(c1cccs1)N(C(=O)c1cccnc1)CC2 (stereo not drawn),33%,17%,-0.6,-9%,6%,1%,15%,5%,1
CS(=O)(=O)N(CC(=O)NC1CCCCC1)c1cccc(Cl)c1,21%,1%,0.0,2%,6%,-13%,7%,-7%,5
COc1ccc(CCn2nnc3ccccc3c2=O)cc1OC,14%,-12%,-1.9,10%,1%,-1%,-5%,-6%,3
COc1ccc(Cl)cc1NC(=O)CN(C)C(=O)CSc1ccc2c(c1)OCCO2,-23%,23%,1.0,13%,-7%,-4%,40%,-1%,1
CCOC(=O)c1cc(C(C)=O)c(=O)n(C)c1N,9%,-4%,-2.7,-6%,-2%,?,-27%,10%,-11
CS(=O)(=O)N1CCN=C1SCc1ccccc1,-9%,-11%,0.4,3%,-14%,3%,-30%,6%,-2
COc1ccc(/C=N/Nc2cc(C)nc(-n3nc(C)cc3C)n2)c(OC)c1,-14%,15%,-0.8,26%,7%,1%,34%,-34%,-9
CC(=O)Nc1ccc(S(=O)(=O)/N=C2\C(=O)c3ccccc3C([O-])=C2n2cc[n+](-c3ccccn3)c2)cc1,14%,0%,-0.8,8%,-7%,-28%,12%,-2%[11.6 µM],-27
COc1ccc(NC(=O)c2cnc3sccn3c2=O)cc1,4%,?,-1.4,-5%,-5%,-11%,7%,-7%,-1
CC(=O)Nc1ccc(NCc2ccc(C)s2)cc1,-25%,1%,-0.1,26%,-3%,-6%,-6%,-7%,-4
COc1cccc(NC(=O)CSc2nc3ncc(Br)cc3[nH]2)c1,-10%,3%,-1.6,-10%,11%,?,15%,-10%,1
Fc1ccc(Oc2nc(-c3ccccn3)nc3ccccc23)cc1,-20%,-11%,-4.1,30%,10%,-13%,4%,7%,0
CCN(CC)c1ccc(C(=O)NNC(=O)CN2C(=O)NC(C)(c3ccccc3)C2=O)cc1 (stereo not drawn),0%,6%,1.0,17%,2%,-4%,-1%,11%,-3
O=C1CC(N2CCN(C/C=C/c3ccccc3)CC2)C(=O)N1Cc1cccs1 (stereo not drawn),-18%,12%,2.2,-1%[9.22 µM],-1%,1%,-34%,-11%,5
COc1ccccc1C1/C(=C(/O)c2ccc(C)cc2)C(=O)C(=O)N1CC(C)O (stereo not drawn),-3%,1%,1.4,-2%,1%,-5%,-6%,5%,2
CCCC(=O)Nc1cc(-c2nc3ncccc3o2)ccc1C,-3%,1%,-0.3,13%,3%,-2%,5%,4%,4
CC[C@]12c3[nH]c4cc(CCC(=O)N(C)C)ccc4c3CCN1C(=O)[C@@H](CC(=O)NCCCOC)C[C@@H]2C(=O)N1CCN(C(=O)c2ccco2)CC1,-3%,-1%,0.6,1%,11%,-9%,-2%,4%,0
O=c1ccc2c(-c3ccccc3)c3ccc(O)cc3oc-2c1,148%[activator],-4%,-1.3,-24%,?,?,6%,16µM*,?
COc1ccc(CNC(=O)CNC(=O)c2ccc(Br)o2)cc1OC,-21%,1%,-1.5,13%,-2%,-15%,-4%,5%,3

# Structures listed so far that have an NH in an aromatic ring (three):
SMILES,EPAC1 antagonist,aSyn rescue,IL-2 act,Abeta yeast res,EPAC1 ag,PLK1 PBD block,FUS yeast rescue,WRN helicase inh,PI5P4K alpha inh
CC(C)(C)CC(=O)N[C@@H](Cc1ccccc1)c1nc2ccccc2[nH]1,18%,0%,-0.2,4%,7%,-9%,20%,15%,0
COc1cccc(NC(=O)CSc2nc3ncc(Br)cc3[nH]2)c1,-10%,3%,-1.6,-10%,11%,?,15%,-10%,1
CC[C@]12c3[nH]c4cc(CCC(=O)N(C)C)ccc4c3CCN1C(=O)[C@@H](CC(=O)NCCCOC)C[C@@H]2C(=O)N1CCN(C(=O)c2ccco2)CC1,-3%,-1%,0.6,1%,11%,-9%,-2%,4%,0

# Further results:
SMILES,EPAC1 antagonist,aSyn rescue,IL-2 act,Abeta yeast res,EPAC1 ag,PLK1 PBD block,FUS yeast rescue,WRN helicase inh,PI5P4K alpha inh
N#CCCN(C(=O)COC(=O)c1cccc(S(=O)(=O)N2CCCC2)c1)c1ccc(F)cc1,-8%,7%,-0.6,7%,1%,-1%,·,-21%,-5
CCOC(=O)N1CCN(S(=O)(=O)/C=C/c2ccccc2)CC1,7%,·,-1.4,10%,11%,-6%,-2%,0%,-2
Cc1cc(C)nc(NC(=O)Cc2ccc([N+](=O)[O-])cc2)c1,-6%,-20%,-1.3,6%,-5%,-4%,18%,-26%[57.1 µM],-7
COc1ccc(N2CCN(c3ccc4nnc(CCC(=O)Nc5ccc(C)cc5)n4n3)CC2)cc1,-2%,-6%,-2.5,-8%,5%,-3%,2%,-1%,-7
Cn1c(SCC(=O)N2CCCC2)nc2cccnc21,7%,-2%,-5.6,-6%,-1%,-8%,-12%,8%,1
COc1ccc(OC)c(S(=O)(=O)NC(N)=NCCc2ccccc2)c1,-12%,0%,0.7,-7%,6%,-3%,-13%,1%,0
Nc1cc(Oc2cccnc2)cc([N+](=O)[O-])c1,-12%,0%,0.2,-2%,-7%,-2%,0%,-15%,-1
O=C(OCC(=O)c1c[nH]c2ccccc12)c1ccco1,-28%,-9%,-0.1,21%,12%,-1%,-9%,-24%,6
O=C1c2ccccc2C(=O)c2c1cccc2N1CCN(Cc2ccccc2)CC1,3%,6%,-1.0,-23%,-7%,1%,10%,0%,·
COc1ccccc1NC(=O)c1cc2c(s1)-c1ccccc1S(=O)(=O)C2,0%,-1%,3.7,6%,0%,7%,17%,2%,-5
N[C@@H](Cc1ccc(O)cc1)c1nnc([C@H](CO)NC(=O)C2CCNCC2)o1,4%,-1%,0.9,-13%,-26%,-9%,-12%,7%,-5
CCOCCCNC(=O)C(c1ccc(Cl)cc1)N(Cc1cccs1)C(=O)c1ccccn1 (stereo not drawn),-3%,2%,-0.5,4%,8%,-1%,27%,-1%,-5
C/C(CC(=O)Nc1ccccc1Cl)=N\NC(=O)C(=O)NCCO,-11%,0%,-0.1,-4%,-1%,4%,-32%,1%,1
COc1ccccc1CNC(=O)c1ccc2c(=O)n(CC3CCCO3)c(=S)[nH]c2c1 (stereo not drawn),4%,0%,-2.1,1%,10%,-7%,-24%,5%,-1
Cn1c(C(=O)N(Cc2ccccc2)Cc2ccccn2)cc2sccc21,-17%,0%,1.4,?,18%,-9%,?,-11%,·
CN1C(=O)C(O)(CC(=O)c2cccc(-n3cccc3)c2)c2ccccc21 (stereo not drawn),-6%,-3%,-0.3,-5%,16%,?,?,-6%,·
CCCNS(=O)(=O)c1ccc(NC(=O)c2cccnc2)cc1,4%,2%,-2.8,-24%,1%,0%,17%,0%,·
Cc1ccccc1N1CCN(Cc2nc(Cc3ccccc3F)no2)CC1,-6%,-7%,5.4,8%,-4%,-5%,25%,-7%,1
COc1ccccc1-c1nn(Cc2ccccc2)cc1C(=O)NCC(c1ccco1)N1CCCC1 (stereo not drawn),8%,3%,0.3,-7%,-12%,3%,-13%,4%,2
COc1ccccc1NS(=O)(=O)c1ccc2[nH]c(=S)oc2c1,-16%,-6%,-0.6,-3%,0%,?,16%,?,-17
COc1ccc2c(c1)c(/C=C/c1cc[n+](C)cc1)cn2C,-5%,-2%,238*,-12%,15%,33%[activator],3%,-36%,-3
S=c1[nH]nc(-c2ccc(Br)cc2)n1-c1ccc(Br)cc1,-31%,1%,-0.9,?,9%,-23%,-16%,-12%,9
CC1CCN(CCCNC(=O)c2ccc(CS(=O)(=O)Cc3ccc(Cl)cc3)o2)CC1,-12%,3%,-0.9,-3%,-4%,6%,-15%,-3%,0
O=C(Nc1ccc(Br)cn1)c1ccc(COc2c(F)c(F)cc(F)c2F)o1,-14%,-18%,-0.7,-3%,-1%,-3%,-8%,-3%,2
Cn1nc(C(C)(C)C)cc1NC(=O)Nc1ccc(Cl)cc1,5%,1%,1.6,14%,-4%,-6%,1%,4%,0
CC(C)C(=O)Nc1ccc(NC(=O)c2ccccn2)cn1,8%,-13%,-0.8,-10%,1%,-5%,-1%,-1%,-11
CCOC(=O)C(NC(=O)CC)C(O)c1cccc([N+](=O)[O-])c1 (stereo not drawn),0%,2%,-2.2,-17%,0%,-6%,2%,0%,·
CCN(C(=O)CSc1nc2nc(C)cc(C)n2n1)C1CCS(=O)(=O)C1 (stereo not drawn),-8%,-3%,1.2,10%,9%,-6%,12%,-8%,-7
